Source: PubChem
S100A4 MyoIIA – blocks human S100A4 binding to myosin IIA peptide; S100A4/TAMRA-MyoIIA peptide fluorescence polarization; inhibition, % at 10.7 µM; hit rate 0.14% among 360,000; AID 652163;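 active = mean inhibition of at least 70% across replicates, with every replicate also reaching that level; inconclusive = mean inhibition reaches 70% but some replicates fall short; inactive = mean inhibition below 70%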
Target sequence (P26447 whole entry, looked up): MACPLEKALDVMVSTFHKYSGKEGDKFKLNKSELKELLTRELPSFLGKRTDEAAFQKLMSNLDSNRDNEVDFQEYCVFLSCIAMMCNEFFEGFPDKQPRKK
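System – human S100A4 monomer protein, biochemical binding assay · Buffer or medium – Calcium-containing HEPES buffer, pH 7.2 · Timing – 5 min between mix addition and reading · Also added – TAMRA-labelled myosin IIA heavy-chain peptide probe, 5 nM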
E-selectin induc – induces E-selectin expression in human endothelial cells. hit rate 0.37% among 260,000. activation, % at 7.58 µM. P16581. HUVEC E-selectin immunofluorescence imaging; normalized: neutral wells 0, TNF-alpha wells 100;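 active = mean E-selectin-positive cell signal at least 10% of the positive control, reached in at least 60% of replicates, without over 20% cell loss; inconclusive = no rule given, readout overlaps actives, possibly toxicity-flagged; inactive = the rest, including those meeting only one limit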;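 also: in these data hits start at about 27%; measured in HUVEC primary endothelial cells; signal is the percent of cells scored E-selectin positive by PE staining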
Target sequence (P16581 whole entry, looked up): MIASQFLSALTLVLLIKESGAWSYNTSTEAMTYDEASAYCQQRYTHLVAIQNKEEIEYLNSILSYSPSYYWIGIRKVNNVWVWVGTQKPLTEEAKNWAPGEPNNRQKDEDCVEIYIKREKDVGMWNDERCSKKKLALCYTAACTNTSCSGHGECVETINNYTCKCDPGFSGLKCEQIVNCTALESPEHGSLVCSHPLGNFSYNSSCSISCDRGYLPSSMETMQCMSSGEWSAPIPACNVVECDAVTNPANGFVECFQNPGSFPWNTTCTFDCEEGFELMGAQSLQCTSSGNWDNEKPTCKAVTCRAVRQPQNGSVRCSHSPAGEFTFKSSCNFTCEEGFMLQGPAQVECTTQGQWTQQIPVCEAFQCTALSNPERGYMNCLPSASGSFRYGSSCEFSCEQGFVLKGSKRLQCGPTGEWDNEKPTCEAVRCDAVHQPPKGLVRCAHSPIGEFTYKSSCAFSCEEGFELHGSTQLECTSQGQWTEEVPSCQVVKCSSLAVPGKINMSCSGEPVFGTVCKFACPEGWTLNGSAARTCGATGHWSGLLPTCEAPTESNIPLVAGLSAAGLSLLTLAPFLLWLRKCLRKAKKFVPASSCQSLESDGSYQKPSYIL
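Material: HUVEC primary endothelial cells; Amount: 3,000 cells per well; Dosing: single concentration; Medium: EGM-2 growth medium on 0.1% gelatin-coated wells; Read-out basis: percent E-selectin-positive cells; Signal: immunofluorescence imaging; Control set: TNF-alpha, DMSO.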
ERAP1 HTS inh – blocks human ERAP1 aminopeptidase activity. Q9NZ08. recombinant ERAP1, Leu-AMC fluorescence, 60 min. inhibition, % at 10.7 µM. hit rate 0.15% among 340,000;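 active = mean replicate inhibition of at least 30%, or all replicates individually reaching that 30% level; inactive = mean below 30% and not every replicate reaching it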;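 also: 0% = neutral control wells and 100% = L-leucinethiol positive control wells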
esBAF inh – blocks esBAF chromatin remodeling in mouse ES cells; Bmi1-luciferase knock-in reporter, 24 h; 100% = twice the neutral-well signal; reporter increase, % at 12.5 µM; hit rate 2% among 350,000; AID 602393; in the data active = activation above about 40%; inconclusive = no clear call, values can overlap the other calls;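 also: 0% = median of the plate's neutral control wells and 100% = double that signal; a rise in the Bmi1 reporter signal indicates esBAF inhibition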
ERp5 inh – ERp5 (human) disulfide isomerase inhibition; Q15084; ERp5 insulin aggregation, absorbance 650 nm, 90 min; inhibition, % at 9.99 µM; hit rate 0.05% among 350,000;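 active = mean replicate inhibition above about 25%, with every replicate also reaching it, limit read from the data, passing the limit was not always enough; inconclusive = only one of those two criteria met; inactive = neither criterion met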
RAD54 branch – blocks human RAD54 Holliday junction branch migration. Q92698. FAM/BHQ fluorescence. inhibition, % at 10.4 µM. hit rate 0.14% among 360,000;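 active = mean normalized replicate activity at least 40 and at least half of replicates scoring 40 or more; inconclusive = only one of the two criteria met; inactive = mean below 40 and under half of replicates reaching 40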;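 also: 0% = median of neutral control wells and 100% = median of positive control wells; inhibitors cause a drop in the FAM fluorescence signal; in these data hits start at about 50%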
RAD52 inh – blocks human RAD52 DNA annealing; hit rate 0.46% among 360,000; P43351; inhibition, % at 18.7 µM; recombinant RAD52 DNA annealing, FRET fluorescence;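 active = every replicate showing at least 50% inhibition; inconclusive = mean inhibition at least 50% but not in every replicate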
Xi reactivation – reactivates the inactive X chromosome in mouse fibroblasts | AID 743238 | activation, % at 7.58 µM | XiGFP mouse fibroblasts, % GFP-positive cells imaging, 3 d; cells co-treated with 5-aza-dC sensitizer; scaled so ellipticine positive control = 100% | hit rate 0.055% among 360,000;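 active = mean normalized replicate activation at least 10% and every replicate at or above 10%; inconclusive = only one of the two criteria met; inactive = mean below 10% and not all replicates reach 10%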;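 also: 0% = median of on-plate neutral control wells and 100% = ellipticine 6 µM median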
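Assay system: SV40-immortalized XiGFP fibroblast cells, line 68-5-11; buffer or medium: DMEM plus 5-aza-dC sensitizer; compound: one concentration, pinned; timing: compounds 3 days, fix/stain 15 min at room temperature; benchmarks: positive control ellipticine, 6 µM final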
An asterisk follows results filed as active; ? = inconclusive; nt = no result given.

SMILES	S100A4 MyoIIA	E-selectin induc	ERAP1 HTS inh	esBAF inh	ERp5 inh	RAD54 branch	RAD52 inh	Xi reactivation
O=C1CCCN1CCCNS(=O)(=O)c1ccc(F)c(F)c1	2	-0.1	2	-9	3	0	-3	0.0
COC(=O)NN=C1CCC(c2ccccc2)CC1 (configuration not stated)	13	nt	-1	-8	3	4	-15	0.3
COc1ccc(C(=O)N2CCc3cc4c(cc3C2C)OCCCO4)cc1 (configuration not stated)	-2	nt	3	3	-1	-8	-36	nt
Cc1c(C(c2ccc(Br)cc2)c2c(C)n(C)n(-c3ccccc3)c2=O)c(=O)n(-c2ccccc2)n1C	3	-0.4	0	6	-7	-7	-9	-0.1
CC(C)(C)[C@H]1COC(=O)[C@@H](Cc2ccc(F)cc2)C/C=C\C[C@@H](CC(=O)N[C@@H](CO)Cc2ccccc2)C(=O)N1	-2	-0.1	3	-2	-1	-3	-17	0.1
Cc1nn2c(N3CCOCC3)cc(C(C)(C)C)nc2c1-c1ccc(Cl)cc1	4	1.4	7	nt	3	nt	-11	-0.1
Cc1ccc(CN2CCNC(=O)C2CC(=O)NCC(F)(F)F)o1 (configuration not stated)	0	nt	-4	-6	3	-8	-24	0.0
Cc1cccc(C)c1NC(=O)C(c1ccncc1)n1c(=O)c(-c2cc3ccccc3[nH]2)nc2ccccc21 (configuration not stated)	10	0.2	nt	nt	0	nt	-5	-0.1
O=C(Cc1ccccc1)N1C[C@@H]2[C@H](c3ccccc31)[C@H](CO)N2C(=O)C1CCCCC1	16	0.2	-1	-1	-1	-11	-5	0.3
COc1ccc(/C=C/c2ccccc2)cc1[C@H]1[C@H]2C=CC[C@@H](C)[C@@H]2C(=O)N1Cc1ccccc1	nt	-0.1	nt	-9	nt	4	nt	0.0
CC(C)C(=O)Nc1ccc2c(c1)C(=O)N(C)[C@@H]1CC[C@H](CC(=O)NCCCN(C)C)O[C@H]1CO2	-5	-0.1	-1	-1	1	-9	10	0.0
O=C(CN1CCN(Cc2ccccc2)CC1)N1CCCc2ccccc21	-3	2.2	-7	0	3	-5	-17	0.0
CCOC(=O)N1CCN(C(=O)CNC(=O)c2nn(-c3ccc(OC)c(OC)c3)c(=O)c3ccccc23)CC1	-4	0.1	3	23	-4	2	-9	0.2
Cc1noc(C)c1COC(=O)c1ccc(F)c(S(=O)(=O)N2CCOCC2)c1	-9	nt	-1	-3	2	0	12	0.0
Nc1nc(-c2cccnc2)nc2sc3c(c12)CCCC3	-1	1.0	-2	nt	3	nt	15	0.1
O=C(CN1C(=O)NC2(CCOc3ccccc32)C1=O)c1ccc(F)cc1 (configuration not stated)	7	-1.3	-1	5	3	3	-12	0.7
Cc1ccccc1-n1nnnc1SCC(=O)NCC1(N2CCOCC2)CCCCC1	-11	nt	1	5	-4	0	-43	0.0
Cc1cccc(OCc2nnc(SCC(=O)N3CCN(C(=O)c4ccco4)CC3)n2C)c1C	5	nt	-8	11	7	7	-13	nt
C[C@@H]1CCCCO[C@@H](CN(C)Cc2ccc3c(c2)OCO3)[C@H](C)CN([C@H](C)CO)C(=O)c2cc(NS(=O)(=O)c3ccc(F)cc3)ccc2O1	-14	nt	1	0	3	1	22	0.0
Cc1ccc(S(=O)(=O)N(C)c2ccc(OCC(=O)NCC3(N(C)C)CCCCC3)cc2)cc1	-2	nt	-2	-2	3	-6	-13	-0.1
CC1CCCCC1NC(=O)CCn1c(=S)[nH]c2ccccc2c1=O (configuration not stated)	-17	-0.1	2	nt	-1	nt	-6	0.3
CCOC(=O)c1cc(C(=O)NC(C)c2ccccc2)c(=O)[nH]c1C (configuration not stated)	8	0.5	0	0	-1	-3	-3	0.0
O=C(C[C@H]1CC[C@H]2[C@@H](COC[C@@H](O)CN2S(=O)(=O)c2cccc(F)c2)O1)NCc1ccc2c(c1)OCO2	0	0.1	-1	-4	2	-4	-5	0.2
Cc1cccc(C)c1-n1cccc1/C=C1/C(=N)N2C(=NC1=O)SN=C2S(C)(=O)=O	-3	nt	4	nt	-6	nt	-39	-0.1
COc1ccc(S(=O)(=O)N2CCCC(C(=O)NC3CCCC3)C2)cc1OC (configuration not stated)	9	nt	0	6	3	-6	-17	1.0
CO[C@H]1CN(C)C(=O)c2cc(NC(=O)c3ccccc3)ccc2OC[C@H](C)N(CC2CC2)C[C@H]1C	nt	0.3	nt	-5	nt	0	nt	-0.4
CC(=O)NC[C@H]1[C@H](c2ccc(-c3ccccc3)cc2)[C@@H](CO)N1C(=O)C1CC1	nt	0.3	nt	-4	-9	2	-42	0.1
Cc1ccc2nc(-c3ccncc3)c(Nc3ccccc3)n2c1	13	nt	0	nt	-3	-8	-11	0.0
CN1C(C(=O)NCc2ccccc2)CC2Cn3c(nc4cc(Cl)c(Cl)cc43)C21 (configuration not stated)	-4	0.1	3	6	2	-14	-136	0.0
C[C@H](O)C#Cc1cnc2c(c1)C(=O)N([C@@H](C)CO)C[C@@H](C)[C@@H](CN(C)C(=O)CN1CCOCC1)O2	4	nt	5	-1	1	6	-4	0.0
CCN(CC)C(=O)c1[nH]cnc1C(=O)NCC(=O)OCc1ccccc1	-1	nt	4	6	1	6	-12	0.0
N#C[C@H]1N[C@H](CO)[C@H]1c1ccccc1	-4	-0.1	0	-2	11	9	12	0.6
CN1CCN(c2cc3c(c4c2[nH]c2ccccc24)C(=O)CC(C)(C)C3)CC1	2	0.2	-14	5	-4	22	67*	0.2
C[C@H]1CN([C@@H](C)CO)C(=O)Cc2cc(NC(=O)C3CC3)ccc2O[C@@H]1CN(C)S(=O)(=O)c1cccs1	-5	56*	0	2	-2	4	3	0.0
CCCc1cc(=O)oc2c(C)c(OC3CCCCC3=O)ccc12 (configuration not stated)	-7	0.8	2	4	1	2	-15	0.0
C[C@@H]1CN([C@@H](C)CO)C(=O)c2cc(-c3ccc(C#N)cc3)cnc2O[C@@H]1CN(C)C(=O)Nc1ccc(F)cc1	-4	?	-2	-4	6	-1	-1	-1.0
CCCCc1ccc(NC(=O)C(=O)NCCN2CCN(Cc3ccc([N+](=O)[O-])cc3)CC2)cc1	-4	2.2	1	nt	1	nt	0	0.4
O=C(Cc1ccccn1)N1CC(=O)N2[C@H](C1)[C@@H](c1ccc(C#CC3CC3)cc1)[C@@H]2CO	-7	0.2	-1	nt	0	nt	-31	-0.1
C[C@H](CO)N1C[C@H](C)[C@H](CN(C)CC2CC2)Oc2c(NC(=O)c3nc4ccccc4s3)cccc2C1=O	-8	-0.2	-1	0	-3	2	18	0.3
CC(=O)/C(N=Nc1cc(C)ccc1O)=C(\C)O	7	nt	-3	nt	-7	nt	-72	0.0
O=C1OCCC1Sc1nnc(-c2ccccc2Br)n1Cc1ccccc1 (configuration not stated)	5	nt	-2	nt	-2	0	-14	0.0
CCOc1ccc(CNS(=O)(=O)c2cc(-c3cc(C)no3)ccc2OC)cc1OC	5	nt	1	3	3	-5	-9	0.0
Cc1ccc(N2CC(C(=O)Nc3c4c(nn3C(C)(C)C)CS(=O)(=O)C4)CC2=O)cc1 (configuration not stated)	5	0.4	-1	nt	1	0	-6	0.1
CSc1ccc(CNCC(O)c2ccccc2)cc1 (configuration not stated)	-1	nt	-3	nt	-1	11	-12	-0.2
O=C(OCc1nnc(-c2ccccc2)o1)C1CC(=O)N(Cc2ccco2)C1 (configuration not stated)	-5	0.9	8	-13	-1	1	-16	0.0
CCNC(=O)C[C@@H]1CC[C@@H]2[C@@H](COc3ccc(NC(=O)c4cccc(C(F)(F)F)c4)cc3C(=O)N2C)O1	nt	0.0	nt	4	nt	7	nt	0.1
COCCn1cnnc1SCC(=O)Nc1ccc(Br)cc1F	3	1.7	-6	-5	2	-2	-14	-0.1
Cc1cc2nc(CS)[nH]c2cc1C	2	nt	-3	10	-4	18	-24	0.0
O=C(NCCCN1CCOCC1)c1ccc2c(c1)N(Cc1cccc(Cl)c1)C(=O)c1ccccc1S2=O (configuration not stated)	-9	nt	-6	-4	5	3	4	0.0
COc1ccc2sc(-c3ccc(S(C)(=O)=O)cc3)c(C#Cc3cncn3C)c2c1	-4	-0.1	-2	-17	-7	8	-22	0.1
O=C(O)c1cc(-c2ccco2)nc2cc3ccccc3cc12	-13	nt	4	-2	nt	-4	-35	0.0
C[C@@H]1CN([C@H](C)CO)C(=O)Cc2cc(NC(=O)CCN3CCOCC3)ccc2O[C@H]1CN(C)Cc1ccc(Cl)c(Cl)c1	3	1.7	4	-2	0	-2	19	0.0
COc1ccccc1C(=O)NCCC(=O)N(C)CC(=O)Nc1ccccc1Br	-6	0.0	1	6	2	3	-10	-0.2
O=C(NCCN1CCOCC1)c1ccc(CS(=O)(=O)c2ccc(Cl)cc2)o1	9	nt	4	-3	6	-9	-18	nt
C[C@H]1CN([C@@H](C)CO)C(=O)c2cccc(NC(=O)c3nc4ccccc4s3)c2O[C@H]1CN(C)Cc1ccccc1	4	0.0	-1	3	-2	4	7	0.1
Cn1c(SCC(=O)Nc2ccc3c(c2)n(C)c(=O)n3C)nnc1-c1ccncc1	0	nt	-1	-2	7	0	1	-0.1
CC(=O)c1sc(NCc2ccccc2)nc1C	1	nt	1	21	-4	-2	-8	0.8
C[C@@H](O)C#Cc1ccc([C@H]2[C@@H](CO)N3CCCCN(CC4CCOCC4)C[C@H]23)cc1	-13	0.8	2	nt	-7	0	-7	0.4
Cc1c(NC(=O)C(C)OC(=O)/C=C/c2ccc(OC(F)F)cc2)c(=O)n(-c2ccccc2)n1C (configuration not stated)	-2	nt	-1	nt	2	nt	-9	0.1
Cc1cc(C(=O)COC(=O)c2ccc(F)cc2F)c(C)n1C1CC1	-1	-0.2	3	40	-4	1	-8	0.1

Structures shown so far with a CF3 group:
SMILES	S100A4 MyoIIA	E-selectin induc	ERAP1 HTS inh	esBAF inh	ERp5 inh	RAD54 branch	RAD52 inh	Xi reactivation
Cc1ccc(CN2CCNC(=O)C2CC(=O)NCC(F)(F)F)o1 (configuration not stated)	0	nt	-4	-6	3	-8	-24	0.0
CCNC(=O)C[C@@H]1CC[C@@H]2[C@@H](COc3ccc(NC(=O)c4cccc(C(F)(F)F)c4)cc3C(=O)N2C)O1	nt	0.0	nt	4	nt	7	nt	0.1

(further entries)
SMILES	S100A4 MyoIIA	E-selectin induc	ERAP1 HTS inh	esBAF inh	ERp5 inh	RAD54 branch	RAD52 inh	Xi reactivation
COc1ccc(NC(=O)c2cc(C3CCCCN3S(=O)(=O)c3ccc(F)cc3F)on2)c(C)c1 (configuration not stated)	0	0.0	3	2	-3	-5	-8	0.1
CCCCN1C(=O)C(CC(=O)NCCc2ccccn2)CC(C(=O)N(C)C)=C1C (configuration not stated)	3	-0.1	0	9	-1	-25	-4	0.0
O=C(N/N=C/c1ccccn1)c1cc(-c2ccccc2Cl)n[nH]1	-5	nt	-1	nt	4	nt	0	0.0
CCC1=NN2C(=N)/C(=C\c3ccc(OCCOc4ccc(NC(C)=O)cc4)c(OC)c3)C(=O)N=C2S1	-4	nt	0	3	2	-3	-37	0.2
CC(C)c1ccc(N(C)C(=O)Cc2c(C(=O)O)n(C)c3ccccc23)cc1	-1	nt	1	5	1	-21	-4	0.0
CCOc1ccc(NC(=O)C2CCCCN2S(=O)(=O)c2ccccc2)cc1 (configuration not stated)	-1	nt	3	10	2	7	-6	nt
